HCV inh = qHTS Assay for Inhibitors of Hepatitis C Virus (HCV) | Huh7.5.1 HCVcc-Cre infection, luciferase reporter, 44 h | Potency, µM (titrated, usually from 41.8 µM), for inactives: at the highest dose activity change, negative = inhibition, actives largely listed as inhibitors | 3.4% of 340,000 active | AID 651820, 2012; also: potency is read from the fitted curve at half-maximal effect; % is scaled to controls: 0 for no effect and ±100 for the full control effect
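Reporter virus HCVcc-Cre (~0.5 moi) infects cells exposed to compound; seeding density 1,000 cells/well with 4 h settling beforehand. Luminescence, 15 sec read, taken 44 h post-infection following a 15 min RT substrate incubation.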
Pf growth 96h = Primary qHTS for delayed death inhibitors of the malarial parasite plastid, 96 hour incubation. AID 504834, 2011. 6.9% of 320,000 active. P. falciparum luciferase reporter growth, 96 h. Potency, µM (series often up to 28.7 µM), for inactives: at the highest dose activity change, negative = inhibition, usual class: inhibitors; also: potency is read from the fitted curve at half-maximal effect; % is scaled to controls: 0 for no effect and ±100 for the full control effect
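Parasite growth measured via integrated firefly luciferase reporter in P. falciparum. Infected erythrocytes at 2% hematocrit, 0.05% parasitemia final were treated 96 hours at 37 C under 5% CO2, and luminescence was read.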
Pf growth 48h = Primary qHTS for delayed death inhibitors of the malarial parasite plastid, 48 hour incubation; P. falciparum luciferase growth in erythrocytes, 48 h; Potency, µM (series often up to 28.7 µM), for inactives: at the top dose activity change, negative = inhibition, most hits filed as inhibitors; 5.9% of 310,000 active; also: potency is read from the fitted curve at half-maximal effect; % is scaled to controls: 0 for no effect and ±100 for the full control effect
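Erythrocytes infected with P. falciparum carrying an integrated firefly luciferase reporter (2% hematocrit, 0.1% parasitemia final) were exposed to compounds in RPMI 1640 with 0.5% Albumax at 37 C, 5% CO2. Growth inhibition was scored as reduced luminescence.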
FBPA Giardia inh = qHTS Assay for Inhibitors of Fructose-1,6-bisphosphate Aldolase from Giardia Lamblia. purified Giardia FBPA. Potency, µM (series often up to 59.6 µM), without a hit: top-dose activity, negative = inhibition, hits mostly inhibitors. 0.71% of 290,000 active; also: potency is read from the fitted curve at half-maximal effect; % is scaled to controls: 0 for no effect and ±100 for the full control effect; nearly all actives have a fitted effect of over 55% in size
Target sequence (A8B2U2 whole entry, looked up): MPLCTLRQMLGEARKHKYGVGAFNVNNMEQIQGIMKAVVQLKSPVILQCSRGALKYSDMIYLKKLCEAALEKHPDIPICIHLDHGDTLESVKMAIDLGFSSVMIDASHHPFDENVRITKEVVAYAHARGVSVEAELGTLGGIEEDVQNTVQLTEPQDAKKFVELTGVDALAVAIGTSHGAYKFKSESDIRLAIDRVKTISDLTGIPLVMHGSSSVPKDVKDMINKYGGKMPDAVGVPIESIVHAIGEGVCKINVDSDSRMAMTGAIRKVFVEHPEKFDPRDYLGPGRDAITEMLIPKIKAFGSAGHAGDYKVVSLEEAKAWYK
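40 nM FBPA preincubated 10 min at RT with compound (up to 57.5 uM final), then substrate plus GAPDH/TPI/NAD/arsenate coupling and diaphorase/resazurin added. Fluorescence read after 20 min at RT, 525/598 nm.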
CHX counter = Cycloheximide Counterscreen for Small Molecule Inhibitors of Shiga Toxin; cell reporter, cycloheximide protein synthesis inhibition counterscreen; max response, %; 12% of 300,000 active; AID 2314, 2010; in the data active = max response mostly above about 13%, no sharp cut-off; inactive = mostly below about 14%; also: read at 38.3 µM for the half of the compounds with a filed dose; 0% is about no effect
Shiga toxin inh = A qHTS for Small Molecule Inhibitors of Shiga Toxin. Vero cells, Shiga toxin protein synthesis inhibition reporter. AID 2315, 2010. 9.2% of 290,000 active. inhibition, % at 38.7 µM; in the data active = inhibition mostly above about 28%, no sharp cut-off; inactive = mostly below about 43%; also: 0% is about no effect
Numbers without * were called inactive; ? = inconclusive; . = not tested or not shown; [ ] = remark or other dose. Unless noted, calls follow the shape of the dose curve; as a rule, active = well fitted curve in the direction sought with a large enough effect; inconclusive = small, poorly fitted or top-dose-only effect, or another doubt; inactive = no such curve, though single readings can be large; an effect the other way counts as inactive or inconclusive. Not a hit list; 24% or so of the library scored in one or more.

No.	canonical_smiles	Shiga toxin inh	FBPA Giardia inh	Pf growth 48h	CHX counter	Pf growth 96h	HCV inh
1	Cc1ccc(/C=c2\sc3n(c2=O)CN(c2ccc(Br)cc2)CN=3)o1	-3.2	?	13.8%	-3.0	?	2.4%
2	CCC12CN(C(=O)c3ccc(C)cc3)CC(CC)(CN(C(=O)c3ccc(C)cc3)C1)C2=O	-7.5	2.1%	?	-6.2	59.3%[activator]	1.7%
3	CC(C)(C)OC(=O)NCCc1nnc(SCc2ccccc2Cl)o1	7.7	-2.3%	?	-2.2	-3.9%[5.75 µM]	0.3%
4	c1ccc2c(c1)Cc1ccccc1O2	.	.	9.8%	.	117.9%[activator]	0.3%
5	COc1ccc(C(=O)c2sc(Nc3ccccc3)nc2N)cc1	27.6	1.8%	?	40.8*	?	-3.9%
6	N#Cc1ccc(-c2cccnc2)nc1SCC(=O)Nc1sc2c(c1C#N)CCC2	-15.3	-9.5%	?	5.4	1.47µM*	?
7	CCC1CCCCN1C(=O)c1c[nH]c2ccc(S(=O)(=O)N(C)c3ccc(Cl)cc3)cc2c1=O (configuration not stated)	-5.3	15.7%	.	-1.9	-11.9%	-5.1%
8	COc1ccc(NC(=O)c2cccc3c2C(=O)N(C2CCCCC2)C3)cc1	-3.0	.	?	4.1	3.7%	8.6%
9	Cc1cc(C)cc(OCC(=O)N/N=C/c2ccco2)c1	1.8	2.1%	26.9%	-2.8	2.4%	2.8%
10	O=C(NCc1ccc2c(c1)OCO2)c1c(Cl)cccc1Cl	-12.1	-1.1%	0.0%	-0.7	?	-2.6%
11	CCN(CC(=O)NCCc1ccccc1)S(=O)(=O)c1ccc(C)cc1	10.8	5.6%	-13.4%	-2.4	4.4%	?
12	O=C(Nc1ccccc1N1CCCC1)c1ccco1	-2.6	-3.8%	-9.0%	1.3	-13.7%	6.0%
13	c1c2c(cc3sc(N4CCCCC4)nc13)OCO2	25.0	-10.5%	286.9%[activator]	21.0	51.5%[activator]	-12.1%
14	COc1ccc(/C=C2/CCc3ccccc3C2=O)cc1OC	73.9*	9.8%	95.0%[activator]	74.0*	?	?
15	O=C(O)CCC(=O)N1CCN(Cc2ccc3c(c2)OCO3)CC1	.	-8.2%	36.0%[activator]	-1.2	-8.4%	7.2%
16	COc1ccc(NC(=O)CN(C)C(=O)/C=C/c2cn(-c3ccccc3)nc2-c2cccs2)cc1	.	.	?	.	?	?
17	Cn1cc(S(=O)(=O)N2CCOCC2)cc1C(=O)NCCc1ccccc1	9.0	1.7%	-5.6%	-2.7	65.9%[activator]	1.8%
18	O=[N+]([O-])c1ccc(N2CCN(S(=O)(=O)c3ccc4ccccc4c3)CC2)cc1NCC1CCCO1 (configuration not stated)	-12.7	-5.4%	?	-1.0	-11.9%	-7.3%
19	COc1cc(/C=C(\C#N)C(=O)Nc2ccc(SC(F)F)cc2)cc(OC)c1OC	-16.0	-11.3%	.	-2.9	5.22µM*	-22.8%
20	COC(=O)c1sc2ccccc2c1-n1cccc1C(=O)C(=O)Nc1ccc(OC)cc1	-1.8	-5.7%	?	1.4	33.8%[activator]	?
21	COc1ccc(CC(=O)Nc2cc(S(=O)(=O)N3CCCCC3)ccc2C)cc1OC	-4.9	0.0%	?	-5.1	-19.8%	10µM*
22	Cc1ccc(C(=O)NC2CCSC2=O)cc1 (configuration not stated)	-7.3	0.9%	29.6%	2.3	.	-5.4%
23	CCCNC(=O)C(Cc1cccc(Cl)c1)NC(=O)c1ccccc1 (configuration not stated)	.	.	?	.	0.0%	-1.1%
24	COc1ccc(N2CC(C(=O)N3CCN(C(=O)c4ccco4)CC3)CC2=O)cc1 (configuration not stated)	-6.4	4.1%	-16.3%	-5.8	14.5%	-4.9%
25	COc1ccc(C(CNS(=O)(=O)c2ccc(F)cc2)N2CCN(C)CC2)cc1 (configuration not stated)	.	.	-11.1%	.	-0.7%	-12.9%
26	Cc1cccc(OCC(=O)NCc2cc(C)nc3ccccc23)c1	12.7	1.0%	-12.5%	27.4	9.28µM*	?
27	O=c1c2ccccc2nc(-c2ccco2)n1-c1nc2ccccc2s1	9.3	-4.9%	0.3%	2.1	1.04µM*	-5.1%
28	CC(=O)N1CN(C(C)=O)CN(C(C)=O)C1	-13.9	6.3%	46.6%[activator]	-4.1	3.5%	21.8%
29	c1ccc(-c2csc(N3CCN(c4ccccn4)CC3)n2)cc1	77.8*	-8.5%	73.3%[activator]	30.8*	.	-17.6%
30	O=C(Cc1ccccc1)Nc1ccc(NC(=O)Cc2ccccc2)c(Cl)c1	-3.5	3.0%	37.3%[activator]	-1.9	?	12.9%
31	CC(=O)Nc1cc(OC(=O)c2ccco2)cc(OC(=O)c2ccco2)c1	3.8	4.4%	1.8%	-4.4	-5.4%	13.7%
32	COc1ccc(CNCC(=O)Nc2cc(OC)cc(OC)c2)cc1	-11.5	?	?	-3.4	-22.3%	?
33	CC(C)(O)CC[C@@H](O)[C@](C)(O)[C@H]1CC[C@@]2(O)C3=CC(=O)[C@@H]4C[C@@H](O)[C@@H](O)C[C@]4(C)C3CC[C@]12C (some centres not stated)	-8.7	3.8%	0.0%	-2.8	0.0%	9.4%
34	COc1ccc(CSc2n[nH]c(C)n2)cc1Br	24.6	-0.4%	54.6%[activator]	18.8	.	13.8%
35	COc1ccc(C(NC(=O)C(C)C)c2c(O)ccc3ccccc23)cc1OC (configuration not stated)	-8.6	1.5%	?	-2.1	-4.2%	10.1%
36	CCOC(=O)c1c(N=CN(C)C)c2cc([N+](=O)[O-])cnc2n1C	-14.9	2.7%	10.0%	1.4	14.2%	-26.7%
37	CC(C)[C@H](NC(=O)c1nn(Cc2ccccc2)c(=O)c2ccccc12)C(=O)O	16.7	0.2%	-23.3%	-1.2	-12.8%	24.4%
38	O=C(CSc1ccc(-c2cccc([N+](=O)[O-])c2)nn1)N1CCCC1	25.2	5.6%	-25.7%	30.2	?	-6.8%
39	c1ccc2c(c1)[nH]c1c(N3CCN(C4CCCCC4)CC3)ncnc12	-1.4	0.7%	14.2%	-0.2	5.0%	-9.2%
40	CC1=CC(C)(C)N=C(Nc2nc(C)c3cc(C)cc(C)c3n2)N1	-12.7	-0.3%	?	-2.1	?	?
41	Cc1oc(-c2ccccc2F)nc1CS(=O)(=O)CC(=O)N1CCc2ccccc21	-6.7	-1.1%	4.8%	-2.5	-27.2%	-4.1%
42	Cn1c(-c2ccc([N+](=O)[O-])cc2)nc2ccccc21	15.8	-0.3%	35.6%	8.0	26.4%	13.6%
43	O=C(/C=C/c1ccco1)NCC(=O)N/N=C/c1ccc(Cl)cc1	18.9	4.4%	9.3%	8.4	5.6%	-11.7%
44	Cc1cc(/C=C2\SC(=S)NC2=O)c(C)n1C1CC1	11.3	0.4%	50.6%[activator]	16.7	?	-13.5%
45	O=C(CSCc1cnn(-c2ccccc2)c1-n1cccc1)NCc1cccnc1	-17.7	7.7%	?	-3.1	14.7%	?
46	CCCc1cc(=O)oc2c(CN3CCCC3)c(O)ccc12	12.4	-1.2%	?	-4.6	18.4%	11.1%
47	COc1ccc(-c2cn[nH]c2-c2ccc(OCc3ccccc3)cc2O)cc1	-2.1	-10.5%	?	-3.7	?	?
48	CCOc1ccccc1N1CC(C(=O)Nc2c(C)n(C)n(-c3ccccc3)c2=O)CC1=O (configuration not stated)	-17.9	-9.4%	28.5%	-3.4	-10.4%	-4.2%
49	CCn1ccnc1CNC(=O)CC1C(=O)NCCN1Cc1ccccc1F (configuration not stated)	-29.4	-9.6%	7.0%	8.4	12.2%	4.6%
50	Cc1cc(C(F)F)n2nc(C(=O)Nc3ccccc3Br)nc2n1	9.1	3.7%	30.0%[activator]	-2.1	13.4%	-7.1%

Additional results.
No.	canonical_smiles	Shiga toxin inh	FBPA Giardia inh	Pf growth 48h	CHX counter	Pf growth 96h	HCV inh
51	CCOC(=O)N1CCN(C(=O)CCCn2nnnc2CN2CCC(C)CC2)CC1	9.8	5.3%	-26.8%	-1.3	46.5%[activator]	14.9%
52	CC(=O)Nc1ccc(NC(=O)CSc2nc3nc(-c4cccs4)cc(C(F)(F)F)c3c(=O)[nH]2)cc1	-6.5	6.8%	?	5.6	?	8.4%
53	CC(=O)c1cccc(Nc2nc(=O)c3cccnc3s2)c1	6.3	-10.1%	.	5.5	-5.1%	-19.5%
54	CCC(=O)N1CCc2cc(Br)cc(S(=O)(=O)N(C)c3ccc(OC)cc3OC)c21	-12.3	-14.0%	?	-6.2	16.2%	?
55	COc1ccc(C(=O)Nc2ccc(C(=O)N3CCCCC3)cc2)cc1OC	33.5	9.8%	30.2%[activator]	11.1	17.3%	-8.1%
56	O=C(Nc1nnc(S(=O)(=O)N2CCCCCC2)s1)c1cccc(Br)c1	-2.7	?	35.2%[activator]	-2.4	0.3%	-19.9%
57	O=C(Nc1ccc(Cl)cn1)c1ccccc1SCc1ccccc1	20.8	12.8%	-17.7%	5.8	0.0%	?
58	Cc1oc(C)c(C(=O)O)c1C(=O)O	2.8	-9.8%	45.6%[activator]	-0.3	18.8%	22.1%
59	C=CCn1c(SCC(=O)N2CCc3ccccc3C2)nc2ccccc2c1=O	-15.1	5.4%	?	4.6	-8.5%	?
60	COCCCNc1oc(-c2ccccc2F)nc1C#N	34.5	1.6%	.	24.0*	20.7%	?
61	C[C@H](NC(=O)[C@@H]1Cc2ccccc2CN1)C(=O)Nc1ccc2c(c1)OCO2	24.8	.	-10.4%	29.8*	-7.7%	13.1%
62	CCn1cc(C(=O)NCc2ccccc2)c(=O)c2cc(F)c(N3CCN(C(=O)c4ccco4)CC3)cc21	-7.5	7.4%	.	-5.0	1.65µM*	11.2µM*
63	Cc1ccc(Cn2ccc(NC(=O)c3cc(C(C)C)on3)n2)cc1	84.3*	19.2%	.	48.0*	-25.9%	?
64	O=C(c1ccco1)N1CCN(c2ccc(S(=O)(=O)N3CCCC3)cc2)CC1	14.0	6.0%	?	10.5	.	-13.2%
65	O=C1Nc2ccc(S(=O)(=O)NCCC3=CCCCC3)c3cccc1c23	-3.7	?	?	-5.1	41.2%[activator]	0.1%

Full records as entered above.
Shown for COCCCNc1oc(-c2ccccc2F)nc1C#N = Shiga toxin inh = 34.5; FBPA Giardia inh = 1.6%; Pf growth 48h = .; CHX counter = 24.0*; Pf growth 96h = 20.7%; HCV inh = ?
Shown for O=C(Nc1ccc(Cl)cn1)c1ccccc1SCc1ccccc1 = Shiga toxin inh = 20.8; FBPA Giardia inh = 12.8%; Pf growth 48h = -17.7%; CHX counter = 5.8; Pf growth 96h = 0.0%; HCV inh = ?

Screens (PubChem BioAssay)
